# APEX1 inh: APE1 (human) endonuclease inhibition. recombinant APE1, TAMRA/BHQ-2 abasic DNA cleavage fluorescence. Potency, µM (titrated, usually from 65.8 µM), inactives show at the top dose activity change, negative = inhibition, hits mostly inhibitors. 350,000 tested, 0.35% active. AID 2517. P27695;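 also: potency is read from the fitted curve at half-maximal effect; plate controls were vehicle for no effect and reference inhibitor for full effect; nearly all actives have a fitted effect of over 55% in size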
#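 Readout is kinetic fluorescence (ex 525, em 598 nm) from cleavage of 50 nM TAMRA/BHQ-2 THF abasic duplex by 0.75 nM APE1, compound added 15 min beforehand at RT.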
# POLK inh: DNA polymerase kappa (human) inhibition | Q9UBT6 | purified Pol kappa, fluorescent DNA synthesis assay, 10 min | Potency, µM (top dose mostly 107 µM), inactives show top-dose activity, negative = inhibition, hits mostly inhibitors | 400,000 tested, 0.53% active | AID 588579; also: potency is read from the fitted curve at half-maximal effect; % is scaled to controls: 0 for no effect and ±100 for the full control effect
#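 Inhibition of 10 nM Pol kappa is measured by a fluorescent read-out at 0 and 10 min following addition of 50 nM substrate (final), with a 15-min room-temperature compound preincubation.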
# POLB inh: blocks human DNA polymerase beta activity; P06746; Pol beta primer extension/strand displacement, fluorescence kinetic; 340,000 tested, 1.3% active; Potency, µM (titrated, usually from 114 µM), for the others: top-dose activity change, negative = inhibition, usual class: inhibitors; also: potency is read from the fitted curve at half-maximal effect; % is scaled to controls: 0 for no effect and ±100 for the full control effect
#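 Reaction started by 50 nM substrate onto compound-treated Pol beta (10 nM, 15 min preincubation, room temperature); plates read at 0 min and 10 min. Normalized concentration-effect data fitted by four-parameter Hill equation.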
# Pol eta inh: DNA polymerase eta (human) inhibition; Q9Y253; 390,000 tested, 1.2% active; recombinant Pol eta, fluorescent DNA replication assay; Potency, µM (series often up to 114 µM), without a hit: top-dose activity change, negative = inhibition, actives largely listed as inhibitors; also: potency is read from the fitted curve at half-maximal effect; % is scaled to controls: 0 for no effect and ±100 for the full control effect
#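 Pol eta (10 nM) was preincubated with compounds for 15 min at room temperature, after which fluorescent replication substrate (50 nM final) was added to start the reaction. Fluorescence was read kinetically at 0 and 10 min.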
# Pol iota inh: blocks human DNA polymerase iota activity | Q9UNA4 | 390,000 tested, 1% active | Potency, µM (highest dose often 115 µM), without a hit: top-dose activity, negative = inhibition, most hits filed as inhibitors | Pol iota fluorescent replication assay, 10 min | AID 588590; also: potency is read from the fitted curve at half-maximal effect
#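 Pol iota at 10 nM preincubated 15 min with compounds at room temperature; reaction started with fluorescent substrate, 50 nM final. Fluorescence read kinetically at 0 and 10 min; buffer-only wells as negative control.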
# BLM helicase inh: blocks DNA unwinding by human BLM helicase; P54132; recombinant BLM DNA unwinding, fluorescence dequenching; Potency, µM (top dose mostly 56.1 µM), for the others: at the top dose activity change, negative = inhibition, usual class: inhibitors; 350,000 tested, 0.2% active; AID 2528;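 also: potency is read from the fitted curve at half-maximal effect; plate controls were vehicle for no effect and no enzyme for full effect; nearly all actives have a fitted effect of over 35% in size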
# Target sequence (P54132 whole entry, looked up): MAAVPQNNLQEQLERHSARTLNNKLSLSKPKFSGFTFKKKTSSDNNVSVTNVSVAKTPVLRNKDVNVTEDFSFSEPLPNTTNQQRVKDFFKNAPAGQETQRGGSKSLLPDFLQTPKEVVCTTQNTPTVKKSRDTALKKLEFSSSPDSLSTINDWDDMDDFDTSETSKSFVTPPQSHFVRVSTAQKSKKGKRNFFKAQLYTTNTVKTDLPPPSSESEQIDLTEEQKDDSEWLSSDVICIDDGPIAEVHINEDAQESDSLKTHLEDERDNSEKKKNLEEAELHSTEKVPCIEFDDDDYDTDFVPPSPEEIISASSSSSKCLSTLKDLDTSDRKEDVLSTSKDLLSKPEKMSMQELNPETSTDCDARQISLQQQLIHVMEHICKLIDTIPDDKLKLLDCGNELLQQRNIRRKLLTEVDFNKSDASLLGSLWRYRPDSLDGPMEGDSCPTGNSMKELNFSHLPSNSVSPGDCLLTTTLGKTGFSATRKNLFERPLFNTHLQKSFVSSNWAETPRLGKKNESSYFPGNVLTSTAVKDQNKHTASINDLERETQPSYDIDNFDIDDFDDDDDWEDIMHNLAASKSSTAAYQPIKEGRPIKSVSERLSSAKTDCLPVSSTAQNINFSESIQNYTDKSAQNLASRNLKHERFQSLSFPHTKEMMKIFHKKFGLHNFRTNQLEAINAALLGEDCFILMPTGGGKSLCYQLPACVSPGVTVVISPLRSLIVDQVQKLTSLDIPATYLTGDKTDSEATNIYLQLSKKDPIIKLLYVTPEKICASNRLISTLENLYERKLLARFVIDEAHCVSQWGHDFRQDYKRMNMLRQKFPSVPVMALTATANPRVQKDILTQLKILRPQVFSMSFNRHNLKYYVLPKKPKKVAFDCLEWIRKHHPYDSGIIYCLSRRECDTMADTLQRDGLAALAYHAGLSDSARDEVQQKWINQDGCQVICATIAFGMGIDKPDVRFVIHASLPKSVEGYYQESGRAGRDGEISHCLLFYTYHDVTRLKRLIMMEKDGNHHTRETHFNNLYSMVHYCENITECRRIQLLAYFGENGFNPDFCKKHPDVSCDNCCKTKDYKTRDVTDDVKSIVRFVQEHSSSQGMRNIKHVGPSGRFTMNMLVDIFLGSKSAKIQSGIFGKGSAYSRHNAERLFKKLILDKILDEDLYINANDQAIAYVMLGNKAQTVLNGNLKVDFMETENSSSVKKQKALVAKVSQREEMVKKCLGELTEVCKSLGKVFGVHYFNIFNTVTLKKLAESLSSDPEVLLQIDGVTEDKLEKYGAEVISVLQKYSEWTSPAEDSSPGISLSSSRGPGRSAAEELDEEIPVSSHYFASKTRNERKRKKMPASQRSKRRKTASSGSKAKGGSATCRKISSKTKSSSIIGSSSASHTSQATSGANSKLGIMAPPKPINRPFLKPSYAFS
# LDHA inh: LDHA (human) enzyme inhibition. P00338. purified LDHA, NADH/diaphorase-resazurin fluorescence; hits give low values. activity change, % (values are at about 110 or 230 µM). 480,000 tested, 0.15% active; in the data active = activity change below about -30%; inconclusive = mostly about -25% to -30%;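 also: plate controls were DMSO wells for no effect and wells without enzyme for full effect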
#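 Remaining NADH was detected by diaphorase (0.133 mg/mL) converting 37 µM resazurin to fluorescent resorufin, read at 0 and 20 minutes. The preceding 5-minute room-temperature reaction used 2 nM LDHA, 0.2 mM sodium pyruvate and 0.06 mM NADH at pH 7.4.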
# GRP78 ERSR act: induces the endoplasmic reticulum stress response in human glioma cells; AID 602332; Potency, µM, without a hit: at the top dose activation, actives largely listed as activators; 420,000 tested, 0.02% active; U87-MG GRP78 promoter luciferase reporter, 16 h; also: potency is read from the fitted curve at half-maximal effect; series mostly up to about 76 µM; % of control where 0% means no effect; nearly all actives have a fitted effect of over 35% in size
#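 Stably transfected U87-MG human glioma cells carrying a GRP78-based luminescent sensor were seeded at 1000 cells/well, pin-dosed with compounds and incubated 16 h. Luciferase reagent was then added, and end-point luminescence was read after 10 min at room temperature.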
# Anesthetic bind: candidate novel general anesthetic via apoferritin binding; Potency, µM (top dose mostly 77.5 µM), inactives show at the top dose activity change, negative = displacement, usual class: inhibitors; 350,000 tested, 0.074% active; apoferritin/1-aminoanthracene competitive binding, fluorescence; also: potency is read from the fitted curve at half-maximal effect; % is scaled to controls: 0 for no effect and ±100 for the full control effect; nearly all actives have a fitted effect of over 20% in size
#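 Probe: 1-aminoanthracene (50% saturated, PBS). Protein: horse-spleen apoferritin, 10 uM. Incubation: 10 min, room temperature. Detection: 380 nm excitation, 535 nm emission. Analysis: normalized response, four-parameter Hill.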
# * = called active by the depositor; u = inconclusive; x = no result given; & = joins results of further samples; [ ] = another dose, or the depositor's remark. Unless noted, calls follow the shape of the dose curve; as a rule, active = well fitted curve in the direction sought with a large enough effect; inconclusive = small, poorly fitted or top-dose-only effect, or another doubt; inactive = no such curve, though single readings can be large; an effect the other way counts as inactive or inconclusive. This is a subset, so the mix of outcomes need not match the whole.
# Preview:
SMILES,APEX1 inh,POLK inh,POLB inh,Pol eta inh,Pol iota inh,BLM helicase inh,LDHA inh,GRP78 ERSR act,Anesthetic bind
Cc1ccc(C(=O)NCCC2=CCCCC2)cc1S(=O)(=O)N1CCCCC1,-14%,-18%,x,-6%,10%,x,-3,-1%,x
CCn1cc(C2=NCCO2)c2ccccc21,0%,1%,-6%,-21%,17%,1%,-1,0%,-9%

# The listing, from the start:
SMILES,APEX1 inh,POLK inh,POLB inh,Pol eta inh,Pol iota inh,BLM helicase inh,LDHA inh,GRP78 ERSR act,Anesthetic bind
Cc1ccc(C(=O)NCCC2=CCCCC2)cc1S(=O)(=O)N1CCCCC1,-14%,-18%,x,-6%,10%,x,-3,-1%,x
CCn1cc(C2=NCCO2)c2ccccc21,0%,1%,-6%,-21%,17%,1%,-1,0%,-9%
Cc1cc(C)c(S(=O)(=O)N2CCOC2CNC(=O)C(=O)NCc2cccnc2)c(C)c1 (stereo unspecified),2%,5%,9%,-12%,-1%,-3%,0,-2%,-10%
CCOc1ccc(C(C)=O)cc1COC(=O)c1ccc2c(c1)NC(=O)CS2,12%,-15%,x,-3%,9%,x,-7,-2%,x
CSc1nc(C)c2c(n1)N(c1ccc(C(F)(F)F)cc1)CC2,-4%,4%,7%,-5%,-8%,-2%,-2,-7%,-14%
Oc1c(Cl)cc(Cl)cc1C=Nc1ccc(N2CCOCC2)cc1,-14%,-7%,31%,-19%,174%[activator],-5%,10,-6%,6%
COC(=O)c1ccc(Cn2nnc3ccccc3c2=O)o1,-5%,-1%,5%,7%,32%,1%,-5,-1%,-19%
CSCCNC(=O)c1cccc(Cl)c1,2%,-7%,-19%,-10%,19%,-3%,-8,-3%,-13%
CC(=O)/C(=N/Nc1cccc(Cl)c1)N1CCOCC1,3%,4%,3%,-1%,14%,1%,5,-2%,-17%
CCN(CC)S(=O)(=O)c1ccc(N2CCOCC2)c(NC(=O)CCOc2ccccc2)c1,8%,-15%,-29%,-27%,32%,-1%,-1,-2%,0%
COCCN(C(=O)COC(=O)C1(C)CC1(Cl)Cl)c1c(N)n(Cc2ccccc2)c(=O)[nH]c1=O (stereo unspecified),22%,-3%,2%,-13%,-8%,1%,0,-5%,-4%
COc1ccccc1N(CC(O)CN1CCCC1)S(=O)(=O)c1ccccc1 (stereo unspecified),22%,0%,1%,-21%,52%[activator],-3%,-4,-3%,-9%

# Copied from above (three entries):
SMILES,APEX1 inh,POLK inh,POLB inh,Pol eta inh,Pol iota inh,BLM helicase inh,LDHA inh,GRP78 ERSR act,Anesthetic bind
CCN(CC)S(=O)(=O)c1ccc(N2CCOCC2)c(NC(=O)CCOc2ccccc2)c1,8%,-15%,-29%,-27%,32%,-1%,-1,-2%,0%
COCCN(C(=O)COC(=O)C1(C)CC1(Cl)Cl)c1c(N)n(Cc2ccccc2)c(=O)[nH]c1=O (stereo unspecified),22%,-3%,2%,-13%,-8%,1%,0,-5%,-4%
COc1ccccc1N(CC(O)CN1CCCC1)S(=O)(=O)c1ccccc1 (stereo unspecified),22%,0%,1%,-21%,52%[activator],-3%,-4,-3%,-9%

# Next part.
SMILES,APEX1 inh,POLK inh,POLB inh,Pol eta inh,Pol iota inh,BLM helicase inh,LDHA inh,GRP78 ERSR act,Anesthetic bind
CC12CCC(C(=O)NCc3ccc(Cl)cc3)(OC1=O)C2(C)C (stereo unspecified),-2%,-3%,1%,-17%,45%[activator],0%,2,-4%,-23%
Cc1ccc2oc(=O)c3cnn(CC(=O)N4CCCCCC4)c3c2c1,-7%,2%,13%,1%,-30%,1%,-19,1%,-7%
CCCc1cc(=O)[nH]c(SC(C)C(=O)N2c3ccccc3CC2C)n1 (stereo unspecified),0%,13%,x,-9%,8%,x,4,-1%,x
CCOC(=O)N1CCN(C(=O)c2cn(CC)c3ccc(S(=O)(=O)N4CCCC4)cc3c2=O)CC1,5%,-10%,-26%,-10%,-4%,-4%,-6,-5%,-8%
COc1cccc(-c2cc(C(F)(F)F)nc(N3CCN(c4ccccc4)CC3)n2)c1,2%,-1%,26%,-19%,9%,-1%,-1,-3%,-15%
Cc1cccc(OCCNC(=O)CCNS(=O)(=O)c2ccc3ccccc3c2)c1,-19%,-17%,x,-19%,-11%,x,3,-4%,x
Nc1ccc(S(=O)(=O)c2cc(O)c3ccccc3c2O)cc1,x,-16%,x,40µM*,u,x,25,15%,x
COc1ccc(/C(N)=N/OC(=O)C2CCC(=O)N2S(=O)(=O)c2ccc(C)cc2)cc1OC (stereo unspecified),-11%,-15%,-22%,-14%,5%,-1%,1,-7%,-6%
CCCCOC(=O)c1cccc(NC(=O)CC)c1,3%,9%,5%,-19%,-16%,2%,-4,-3%,-12%
COc1cc(NC(=O)CN2C(=O)NC(C)(CC(C)C)C2=O)cc(OC)c1 (stereo unspecified),-3%,-4%,1%,2%,24%,0%,-5,-2%,2%
O=C1Nc2ccccc2C12Nc1ccccc1S2 (stereo unspecified),-2%,x,-18%,x,x,-2%,x,x,-1%
O=C(CSc1nnc(-c2ccco2)n1CC1CCCO1)N1CCCCC1 (stereo unspecified),-1%,-5%,0%,-12%,3%[58.9 µM],1%,-10,-4%,-6%
Cc1c(NC(=O)c2noc3c2CCc2ccccc2-3)c(=O)n(-c2ccccc2)n1C,x,-19%,x,-17%,19%,x,-15,6%,x
Cc1cc(NC(=O)COC(=O)C(C)Oc2ccc(Cl)cc2Cl)no1 (stereo unspecified),12%,-6%,45%,2%,-19%,-5%,3,-10%,-9%
O=C(NNC(=O)C1CC1)c1ccc(F)cc1F,3%,-7%,x,1%,18%,x,-12,-1%,x
O=C(CCN1C(=O)c2ccccc2C1=O)Nc1cc(F)ccc1F,0%,-4%,3%,-4%,-2%,-1%,-5,-3%,-14%
Cc1cccc(N(NC(=O)C(C)(C)O)C(=O)c2ccccc2)c1,-8%,-18%,14%,-8%,6%,1%,-16,-6%,-12%
COc1ccc(-c2noc(-c3ccc(NCc4ccccc4OC)c([N+](=O)[O-])c3)n2)cc1,x,0%,-2%,-13%,-5%,-6%,-3,1%,-4%
CCn1c(=O)c2sccc2n2c(CCCC(=O)N3CCN(c4ccccn4)CC3)nnc12,-15%,-6%,2%,5%,13%,4%,1,0%,-4%
COc1ccc(C(CC(=O)c2ccc(C)cc2)Nc2ccc([N+](=O)[O-])cc2)cc1 (stereo unspecified),-7%,-6%,u,-21%,-11%,-6%,-9,0%,-6%
O=C(Nc1ccc(C(=O)N2CCCC2)cc1)C1CC1,x,9%,x,-19%,10%,x,4,0%,x
CCN(C[C@H]1N[C@@](CC)(C(=O)OC)[C@H]2C(=O)N(C)C(=O)[C@@H]12)S(=O)(=O)c1ccc(F)cc1,26%,-11%,x,-12%,-8%,x,-8,-2%,x
CCOC(=O)c1ccc(NC(=O)c2cnc3c(-c4ccc(F)cc4)c(C)nn3c2C)cc1,x,0%,-29%,-17%,-7%,-3%,-18,-2%,-14%
COc1ccc(-n2nc(C(=O)NCC(=O)NCc3cccc(F)c3)c3ccccc3c2=O)cc1Cl,15%,-3%,30%,-11%,19%,2%,-8,-7%,-4%
Cc1cc2[nH]c(=O)c(=O)[nH]c2cc1S(=O)(=O)Nc1cccc(Cl)c1,34%,-21%,30%,-2%,-10%,-5%,-7,-3%,-15%
COc1ccc(N(CC(=O)NCc2ccco2)S(=O)(=O)c2ccccc2)cc1,3%,-8%,0%,-13%,107%[activator],-7%,-4,0%,3%
CCOc1ccc(NC(=O)CN(C2CCCCC2)S(C)(=O)=O)cc1,-1%,-1%,2%,-11%,7%,-3%,-3,-3%,-10%
CCCn1c(SCC(=O)Nc2cccc(C)n2)nc2c1c(=O)n(C)c(=O)n2C,14%,0%,31%[activator],-10%,40%[activator],-3%,2,-1%,2%
CN1CCN(S(=O)(=O)c2cccc(C(=O)N(Cc3nnc(-c4ccc(Cl)cc4)o3)C3CC3)c2)CC1,14%,0%,x,-13%,69%[activator],x,1,1%,x
Cc1ccc(OC(=O)c2cccnc2)cc1,13%,-14%,-1%,-17%,64%[activator],-2%,-1,-1%,-8%
Cc1cc2c3c(c1C)C1(C(=O)N3C(C)(C)CC2C)C(C#N)=C(N)OC2=C1C(=O)CC(C)(C)C2 (stereo unspecified),-6%,-10%,u,3%,-11%,0%,-8,-4%,-10%
CCOC(=O)Cc1c(C)nc2c(-c3ccc(Cl)cc3)c(C)[nH]n2c1=O,-3%,-6%,-2%,5%,-6%,1%,-4,-4%,-7%
CCCCNC(=O)c1cccc(C(=O)NCCCC)c1,-8%,-8%,37%,-19%,27%,-2%,-4,-9%,-5%
O=C(Oc1coc(CSc2ncccn2)cc1=O)c1cccs1,0%,7%,-1%,-17%,-13%,-6%,7,2%,-1%
CN1CCN(c2ccccc2NC(=O)c2ccc(N3CCOCC3)c([N+](=O)[O-])c2)CC1,8%,-15%,-18%,-9%,26%,-3%,-2,-3%,-8%
CCOc1ccccc1CN1CCc2nc(Nc3ccccc3)ncc2C1,x,-12%[60.1 µM],21%,-15%,-10%,-7%,-3,0%,-17%
COc1ccc(C=NNC(=O)CCCCC(=O)NN=Cc2ccc(OC)cc2)cc1,x,2%,x,-21%,12%,x,-5,-2%,x
CC1CCCCN1C(=O)COC(=O)C1CCN(S(=O)(=O)c2c(Cl)cccc2Cl)CC1 (stereo unspecified),-3%,-2%,35%,u,13%,-3%,-7,-2%,-14%
Cc1ccc(C(=O)Nc2cccc(C(F)(F)F)c2)cc1NC(=O)c1nccn1C,0%,-20%,40µM*,12%&-7%,u,-8%,-4&-2,4%&-2%,-8%
Cc1cccc(C)c1NC(=O)CN(C)C(=O)c1cccc(S(=O)(=O)N2CCN(c3ccccc3)CC2)c1,-20%,-6%,-16%,-13%,-19%,-5%,2,-1%,-16%
CCOC(=O)CSc1nnc(NC(=O)C2CC(=O)N(c3ccc(F)cc3)C2)s1 (stereo unspecified),29%,-6%,-15%,u,u,-9%,3,2%,-17%
COc1ccc([C@H]2C(C(=O)O)=C[C@@H](C(C)(C)C)N2S(=O)(=O)c2ccc(C)cc2)cc1OC,-3%,-9%,x,-4%,-26%,x,-3,-2%,x

# Screens deposited in PubChem BioAssay by National Center for Advancing Translational Sciences (NCATS).
